# TAAR1 ag – agonists of human TAAR1; Q96RJ0; CHO RD-HGA16 TAAR1, Fluo-8 calcium fluorescence; vehicle wells 0%, saturating PEA agonist 100%; activation, % at 3 µM; hit rate 0.99% among 360,000;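 active = activation above the mean activation of all test compounds in the run plus 3 SD, cut at about 38% in these data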
# Target sequence (Q96RJ0 whole entry, looked up): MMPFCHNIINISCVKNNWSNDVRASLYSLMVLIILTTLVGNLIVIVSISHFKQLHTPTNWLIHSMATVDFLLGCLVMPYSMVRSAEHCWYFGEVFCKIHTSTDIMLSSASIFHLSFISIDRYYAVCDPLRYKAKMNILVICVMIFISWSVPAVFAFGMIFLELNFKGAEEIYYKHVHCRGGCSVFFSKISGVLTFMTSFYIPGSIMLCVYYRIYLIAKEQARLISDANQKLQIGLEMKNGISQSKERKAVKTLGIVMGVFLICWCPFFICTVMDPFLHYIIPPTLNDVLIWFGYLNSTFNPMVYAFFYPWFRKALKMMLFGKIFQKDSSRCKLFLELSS
#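 test system = CHO RD-HGA16 cells carrying human TAAR1 plus Gα16 | schedule = 17-24 h seeding, 75 min 37 °C dye, 30 min RT | compound dosing = 3 µM single concentration | control set = DMSO and PEA EC100 | replicates = n 1 | signal = Fluo-8 fluorescence, 5 s baseline then 140 s kinetic read | measure = percent activation vs PEA EC100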
# CHO-K1 Ca ag – counter-screen for M1 agonists: effect in parental CHO-K1 cells; Fluo-8 calcium fluorescence; scaled to maximal ATP response, vehicle zero; activation, % at 3 µM; hit rate 0.48% among 360,000; AID 602248; in the data active = activation above about 15%;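 note: untransfected CHO-K1 host cells lacking M1 receptor as counterscreen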
# TAAR1 antag – human TAAR1 antagonism; Q96RJ0; CHO RD-HGA16 TAAR1, Fluo-8 calcium fluorescence, antagonist; inhibition, % at 3 µM; hit rate 1.5% among 360,000; AID 624466;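 active = inhibition above a per-plate cutoff, the mean inhibition of test compounds on that plate plus 3 SD, cut at about 49% in these data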;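 note: 0% = DMSO plus EC80 beta-PEA response and 100% = DMSO alone without agonist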
#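 Test system – hTAAR1-expressing CHO RD-HGA16 cells, Gα16-coupled · Reagent – β-PEA at EC80 concentration, post-compound challenge · Compound dosing – 3 µM, single point · Timing – 140 s kinetic read after compound, 140 s after agonist · Detection – Fluo-8 intracellular calcium dye fluorescence, real-time kinetic reads · Control set – DMSO and EC80 PEA controls · Repeats – n of 1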
# CHO parental Ca – signal in parental CHO cells, OX1R antagonist counter-screen; parental CHO-K1, ATP-induced calcium, Fluo-8 fluorescence; inhibition, % at 5.6 µM; hit rate 0.63% among 330,000;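 active = inhibition above that plate's mean sample inhibition plus 3 SD, cut at about 26% in these data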;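 note: 0% = ATP-challenged DMSO wells and 100% = DMSO wells without ATP; some compounds past the cut are filed as inactive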
#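 Assay system – parental CHO cells · Reagent – ATP stimulus · Detection – intracellular calcium via Fluo-8 no-wash fluorescent dye · Evaluation – percent inhibition of ATP-evoked calcium rise, normalized to controls · Controls – ATP wells versus no-ATP DMSO wells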
# CHRM1 antagonist – human CHRM1 antagonism | CHO-K1 hM1, Fluo-8 calcium fluorescence, ACh EC80 antagonist | AID 588852 | inhibition, % at 3 µM | hit rate 1.3% among 360,000 | P11229;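 active = percent inhibition above its own plate's cutoff, namely the mean of that plate's compound wells plus 3 SD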;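 note: peak over basal fluorescence ratio during 140 s after agonist addition; 0% = ACh EC80 plus DMSO and 100% = DMSO alone without agonist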
# Target sequence (P11229 whole entry, looked up): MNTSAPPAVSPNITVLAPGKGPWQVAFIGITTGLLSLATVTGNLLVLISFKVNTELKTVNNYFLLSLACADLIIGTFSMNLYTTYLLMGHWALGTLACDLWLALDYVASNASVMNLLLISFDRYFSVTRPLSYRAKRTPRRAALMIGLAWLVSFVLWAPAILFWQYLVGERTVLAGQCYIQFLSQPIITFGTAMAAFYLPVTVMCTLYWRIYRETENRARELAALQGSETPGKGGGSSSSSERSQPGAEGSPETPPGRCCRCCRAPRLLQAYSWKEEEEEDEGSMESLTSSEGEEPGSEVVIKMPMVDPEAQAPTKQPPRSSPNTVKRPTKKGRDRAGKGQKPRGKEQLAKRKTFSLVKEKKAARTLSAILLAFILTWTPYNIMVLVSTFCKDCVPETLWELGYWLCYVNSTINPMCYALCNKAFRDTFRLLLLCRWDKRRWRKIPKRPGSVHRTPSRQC
# OXTR potentiate – potentiates the human oxytocin receptor response. P30559. CHO-OTR cells, Fluo-8 calcium fluorescence, potentiator mode; 0% = oxytocin EC15, 100% = EC100. activation, % at 3 µM. hit rate 0.061% among 320,000. AID 2445;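 active = activation above that plate's cutoff, the mean activation of tested compounds plus 3 SD, cut at about 6.6% in these data, passing the limit was not always enough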;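 note: 100% uses oxytocin at 75 nM as the full agonist control; some results filed as inactive read as strong as hits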
#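 Assay system: CHO cell line stably expressing human OTR | Also added: Oxytocin at about EC15, sub-maximal agonist stimulus | Times: Compound 6 min at room temperature before oxytocin, 100 s read | Measured by: Fluo-8 intracellular calcium fluorescence, ex 470-495, em 515-575 nm | Controls: EC15 oxytocin alone as 0%, 75 nM oxytocin as 100%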
# M1 ag – activates human CHRM1 receptor | CHO-K1 hM1, Fluo-8 calcium fluorescence, agonist mode; 0% DMSO, 100% acetylcholine EC100 | hit rate 0.33% among 360,000 | activation, % at 3 µM | AID 588814;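 active = activation above the run's mean compound activation plus 3 SD, cut at about 16% in these data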;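 note: peak over basal fluorescence ratio within a 140 s kinetic read after compound addition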
# CHO-K1 Ca antag – M1 antagonist counterscreen hit in parental CHO-K1 cells; hit rate 0.6% among 360,000; inhibition, % at 3 µM; ATP-induced calcium, Fluo-8 fluorescence;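 active = inhibition above a per-plate cutoff, the plate's mean sample inhibition plus 3 SD, cut at about 24% in these data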;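 note: 0% = DMSO plus EC80 ATP and 100% = DMSO alone without ATP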
# CHO-K1 Ca PAM – counter-screen for M1 PAMs: effect in parental CHO-K1 cells | ATP EC20, Fluo-8 calcium fluorescence; 0% at ATP EC20, 100% at ATP max | activation, % at 3 µM | hit rate 0.02% among 360,000;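 active = activation above the run cutoff, the mean activation of all test compounds plus 3 SD, cut at about 40% in these data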;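 note: peak over basal fluorescence ratio in a 140 s read after ATP addition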
# Numbers without * were called inactive; x = no result given. Rows are unselected; about 4.2% have a hit in one of these screens.
compound	TAAR1 ag	CHO-K1 Ca ag	TAAR1 antag	CHO parental Ca	CHRM1 antagonist	OXTR potentiate	M1 ag	CHO-K1 Ca antag	CHO-K1 Ca PAM
CC1(C)CC(=O)c2cc(OCC(=O)N3CCN(c4ccccc4F)CC3)ccc2O1	2	1.8	-12	-5	-10	-1	-2	-8	-8
COCCN(CCOC)S(=O)(=O)NC[C@H]1O[C@@H](n2cnc3c(N)ncnc32)[C@H](O)[C@@H]1O	0	0.1	13	-4	-22	-7	0	11	-7
O=C(/C=C/c1ccc([N+](=O)[O-])cc1)NC1CC2CCC1C2 (stereo not drawn)	2	2.1	-10	-23	-7	-18	-7	-2	3
O=C(Cc1c(Cl)cccc1Cl)N1CCN(S(=O)(=O)c2cccs2)CC1	8	0.1	11	-9	3	-7	-6	-1	-7
O=C(CSc1ccc([N+](=O)[O-])cc1)Nc1cccc(S(=O)(=O)N2CCOCC2)c1	14	5.0	28	0	14	-8	1	3	14
Cc1ccc(NC(=S)NCc2ccccc2)cc1S(=O)(=O)N1CCCCC1	14	13	16	1	6	-13	-7	-4	2
COC(=O)CSc1nnc(-c2ccncc2)n1N	8	0.7	24	-8	-6	-3	-5	-10	14
COc1cc(NS(=O)(=O)c2ccc(NC(=S)NC(=O)COc3ccccc3OC)cc2)nc(OC)n1	-2	0.0	-6	-2	-16	-5	-5	-13	17
C=C(C)C1CC=C(C)/C(=N/NC(=O)c2ccc(NC(=O)CCC)cc2)C1 (stereo not drawn)	11	1.0	14	-11	-6	-2	-5	-6	16
CCc1ccc(S(=O)(=O)c2nnn3c2nc(N2CCOCC2)c2ccccc23)cc1	4	0.6	-10	-11	7	1	-2	-6	-2
CCn1c(C(=O)OC)cc2c1ccn2-c1ccc(F)cc1	26	-0.4	-26	-36	-5	-10	1	-2	18
CCN(CC)CCNC(=O)c1ccc(NC(=O)c2ccc(C(=O)c3ccccc3)cc2)cc1	3	1.6	7	-26	12	-6	-8	-10	22
Cc1cc(C(=O)COC(=O)C23CC4CC(CC(O)(C4)C2)C3)c(C)n1C	3	0.8	-37	-10	-18	-4	-1	-13	1
CCOC(=O)C1(CCOc2ccccc2)CCN(Cc2cccc(OC)c2O)CC1	0	6.7	5	-18	-13	-6	-3	1	18
O=C(N/N=C/c1ccncc1)c1ccc(-n2cccc2)cc1	1	0.1	-4	-5	-6	-7	-2	-12	10
O=C1CC(=O)C(n2cncn2)C(c2c(F)cccc2Cl)C1 (stereo not drawn)	3	1.6	-8	2	-3	2	-3	-6	5
FC(F)(F)c1ccc(C2[C@H]3CN(CC4CCCCC4)[C@H](c4ccccc4)C34CC2(c2cccnc2)C4)cc1 (stereo partly drawn)	4	0.6	3	-27	16	-8	-13	-15	14
COC(=O)c1cnc(Nc2nc(C(N)c3ccccc3Cl)cs2)nc1C(F)(F)F (stereo not drawn)	60*	2.0	41	x	-9	x	2	-8	2
COc1ccc(-c2nc(SC(C)C(=O)Nc3ccc(NC(C)=O)cc3)n[nH]2)cc1 (stereo not drawn)	6	-0.1	4	-8	7	-4	-3	0	-24
COc1ccc(CNc2ncc(-c3ccc(Br)cc3)n2C)cc1OC	7	0.7	8	x	24	x	-10	1	15

# An excerpt of these results, as labelled records.
> O=C(CSc1ccc([N+](=O)[O-])cc1)Nc1cccc(S(=O)(=O)N2CCOCC2)c1
  TAAR1 ag: 14
  CHO-K1 Ca ag: 5.0
  TAAR1 antag: 28
  CHO parental Ca: 0
  CHRM1 antagonist: 14
  OXTR potentiate: -8
  M1 ag: 1
  CHO-K1 Ca antag: 3
  CHO-K1 Ca PAM: 14

> Cc1ccc(NC(=S)NCc2ccccc2)cc1S(=O)(=O)N1CCCCC1
  TAAR1 ag: 14
  CHO-K1 Ca ag: 13
  TAAR1 antag: 16
  CHO parental Ca: 1
  CHRM1 antagonist: 6
  OXTR potentiate: -13
  M1 ag: -7
  CHO-K1 Ca antag: -4
  CHO-K1 Ca PAM: 2

# Following part
compound	TAAR1 ag	CHO-K1 Ca ag	TAAR1 antag	CHO parental Ca	CHRM1 antagonist	OXTR potentiate	M1 ag	CHO-K1 Ca antag	CHO-K1 Ca PAM
CCCCNC(=O)c1ccc(CS(=O)(=O)c2ccc(OC)cc2)o1	2	-0.4	-17	-10	-12	-7	-1	7	12
COc1ccc(/C=N\NC(=O)c2sccc2C)cc1Cn1nc(C)cc1C	2	1.6	18	-23	-13	-4	-1	-7	-4
O=C(NC1CCCCC1)NC1C2CC3CC(C2)CC1C3 (stereo not drawn)	-2	0.3	-10	-9	11	-3	-3	4	-5
COc1cccc(CCNC(=O)c2cccc(NC(=O)C3=C(C)OCCS3)c2)c1	7	4.2	33	-19	19	-9	-1	-2	1
CN(C)CCCOc1ccc(C(C)(C)c2ccccc2)cc1	75*	3.5	0	0	-2	-13	-5	-2	26
Cc1ccnc(SCC(=O)n2c3c(c4ccccc42)CC(C)CC3)n1 (stereo not drawn)	-3	0.4	-4	-15	-26	-4	-3	-19	22
NS(=O)(=O)c1ccc(NCc2cc(Cl)ccc2OCc2ccccc2F)cc1	8	1.1	27	-8	-1	-10	-1	-15	10
CNc1nc(NCc2ccccc2)c2sccc2n1	46*	6.0	31	x	8	x	2	-5	-9
Nc1nc2n(n1)C(c1cccs1)CC(c1ccc(F)cc1)N2 (stereo not drawn)	1	0.3	8	8	5	2	0	0	13
CN1C(=O)C(CC(=O)Nc2ccc(Cl)cc2)N(Cc2ccco2)C1=S (stereo not drawn)	2	0.8	-7	1	-5	-19	-1	-9	10
O=C(Cn1c(CO)nc2ccccc21)NCCc1ccccc1	7	0.8	-31	-11	2	-7	-2	-13	2
O=S(=O)(NCCc1csc(-c2cccnc2)n1)c1cc(F)ccc1F	0	4.9	0	-17	-9	-4	-1	-8	12
Cc1ccc(S(=O)(=O)N2CCOC2CNC(=O)C(=O)NCc2ccc3c(c2)OCO3)cc1 (stereo not drawn)	0	2.8	-40	-9	-9	-6	-1	8	-2
Cc1cc2c(=O)oc(-c3ccc(Br)cc3)nc2s1	5	1.1	-33	-16	-7	-7	-1	-13	24
COC(=O)c1ccccc1-c1ccc(/C=N/NC(=O)c2cc3ccccc3o2)o1	10	3.9	55*	-15	10	3	-5	0	22
COc1ccc(/C=N/n2c(SC)nnc2-c2ccccc2)cc1C	25	0.5	-24	-30	-10	-3	-3	-15	17
CCc1cccc(CC)c1NC(=O)COC(=O)CC1c2ccccc2CCN1S(=O)(=O)c1ccccc1 (stereo not drawn)	2	2.4	21	-13	-6	-8	-7	-12	25
COc1ccc(N2CCN(C(=O)COC(=O)COc3cc(C)cc(C)c3)CC2)cc1	1	3.2	-15	-11	-2	-10	-2	-6	11
COc1ccc2cc(C(c3nnnn3Cc3ccc(F)cc3)N3CCCCCC3)c(=O)[nH]c2c1 (stereo not drawn)	5	1.6	-24	-11	11	-5	-8	-7	16
O=C(CNC(=O)c1ccc(OC(F)F)cc1)NC1CCCc2ccccc21 (stereo not drawn)	-1	0.7	-16	-20	-3	-9	-3	-2	-9
CCNC(=O)C1CCCN(c2nc(C)cc(C)n2)C1 (stereo not drawn)	8	0.2	-8	-3	-6	-10	-3	-11	15
COc1ccc(CCNC(=O)CCC(=O)n2ncc3ccc(Cl)cc32)cc1OC	0	0.0	-4	-4	7	-1	-3	8	-7
Cc1cccc(-c2c(NC(=O)c3ccco3)oc3ccc(Cl)cc3c2=O)c1	-2	-0.2	-46	-21	4	-4	3	11	25
CCOC(=O)N1CCN(C(=O)c2ccc(NC(C)=O)cc2)CC1	2	-0.1	-13	-3	-1	8	-2	-17	15
Cc1nc(N2CCC(C)CC2)c(C#N)c(C)c1[N+](=O)[O-]	2	0.1	-16	7	-4	-12	0	-5	14
CN(Cc1ccccc1)C(=O)COc1ccc(Br)cc1Cl	-3	0.2	-4	-5	-14	2	-2	-9	10
Cc1ccc(-n2nc3ccc(NC(=O)/C=C/c4ccco4)cc3n2)cc1	1	0.9	9	-8	-5	1	-1	-16	17
O=[N+]([O-])c1cccc(C([O-])=C(C(=S)Nc2cccc3ccccc23)[n+]2ccccc2)c1	1	-0.8	-17	x	13	x	-8	12	-22
Cc1cc(=O)oc2ccc(OCC(=O)N3CCc4ccccc43)cc12	4	0.4	15	-27	-2	-8	-3	-5	12
OC(c1ccco1)c1nc(-c2cccs2)cs1 (stereo not drawn)	3	0.9	-11	x	-12	x	-5	-10	19
O=C(COC(=O)C1COc2ccccc2O1)NC1CCCCC1 (stereo not drawn)	2	0.2	-1	-2	-14	-9	0	-7	6
CC(C)N=C(NC#N)SCc1ccc(Br)cc1	6	1.6	-8	-23	-1	-14	-5	2	9

# In the list so far, eight contain a Cl atom:
compound	TAAR1 ag	CHO-K1 Ca ag	TAAR1 antag	CHO parental Ca	CHRM1 antagonist	OXTR potentiate	M1 ag	CHO-K1 Ca antag	CHO-K1 Ca PAM
O=C(Cc1c(Cl)cccc1Cl)N1CCN(S(=O)(=O)c2cccs2)CC1	8	0.1	11	-9	3	-7	-6	-1	-7
O=C1CC(=O)C(n2cncn2)C(c2c(F)cccc2Cl)C1 (stereo not drawn)	3	1.6	-8	2	-3	2	-3	-6	5
COC(=O)c1cnc(Nc2nc(C(N)c3ccccc3Cl)cs2)nc1C(F)(F)F (stereo not drawn)	60*	2.0	41	x	-9	x	2	-8	2
NS(=O)(=O)c1ccc(NCc2cc(Cl)ccc2OCc2ccccc2F)cc1	8	1.1	27	-8	-1	-10	-1	-15	10
CN1C(=O)C(CC(=O)Nc2ccc(Cl)cc2)N(Cc2ccco2)C1=S (stereo not drawn)	2	0.8	-7	1	-5	-19	-1	-9	10
COc1ccc(CCNC(=O)CCC(=O)n2ncc3ccc(Cl)cc32)cc1OC	0	0.0	-4	-4	7	-1	-3	8	-7
Cc1cccc(-c2c(NC(=O)c3ccco3)oc3ccc(Cl)cc3c2=O)c1	-2	-0.2	-46	-21	4	-4	3	11	25
CN(Cc1ccccc1)C(=O)COc1ccc(Br)cc1Cl	-3	0.2	-4	-5	-14	2	-2	-9	10
